Compound activity as filed in PubChem.
TDP43 rescue = qHTS of TDP-43 Inhibitors. TDP-43 expressing yeast growth rescue, BacTiter-Glo, 24 h. Potency, µM (series often up to 46.1 µM), for the others: at the highest dose growth rescue (activation), usual class: activators. 1.8% of 410,000 active; note: potency is the fitted concentration of half-maximal effect; % of control where 0% means no effect; nearly all actives have a fitted effect of over 50% in size
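In this qHTS, compounds that restore growth of yeast expressing TDP-43 appear as activators. Cells (OD600=0.02, galactose medium, raffinose-pregrown) are incubated with compound 24 hr at 30 deg C and growth is quantified by BacTiter-Glo.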
Mm-Cpn inhibitor = Inhibitors of TCP-1 ring complex (TRiC) of Methanococcus maripaludis (MmCpn): qHTS | Potency, µM (highest dose often 76.9 µM), for the others: at the top dose activity, negative = inhibition, hits mostly inhibitors | 0.031% of 330,000 active | Chaperonin Mm-Cpn (Methanococcus maripaludis) | purified Mm-Cpn ATPase, ADP Transcreener TR-FRET; note: potency is the fitted concentration of half-maximal effect; % is set by controls: 0 for no effect and ±100 for the full control effect; nearly all actives have a fitted effect of over 80% in size
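Quantitative HTS used 25 nM Mm-CPN and 10 uM ATP in magnesium/KCl Tris buffer, pH 7.4, with 1 mM DTT. Hydrolysis ran 30 min at 37°C; ADP was read by HTRF.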
pAkt inh = HTS Assay for Inhibitors of Akt Phophorylation: Primary Screen; Neuro2A IGF-stimulated pAkt S473 HTRF, 20 min; active compounds read low; activity change, % for hits at 50 µM; 0.32% of 360,000 active; AID 651550, 2012; in the data active = activity change below about -80%; inconclusive = mostly about -51% to -80%; note: % is set by controls: 0 for no effect and ±100 for the full control effect
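Neuro2A cells in DMEM with 0.5% FBS, overnight at 37 deg C, given compound at single 50 µM final, then IGF (6 nM final) for 20 min at 37 deg C. Lysed; phospho-Akt Ser473 by HTRF after 24 h, 665/615 ratio.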
GLP1R inv ag = qHTS of GLP-1 Receptor Inverse Agonists (Inhibition Mode) | Glucagon-like peptide 1 receptor (Homo sapiens), P43220 | HEK293 GLP-1R CRE-luciferase, luminescence, 24 h; GLP-1R form is constitutively active | Potency, µM (series often up to 38.3 µM), for inactives: at the highest dose activity change, negative = inhibition, actives largely listed as inhibitors | 1.6% of 410,000 active; note: potency is the fitted concentration of half-maximal effect; % is set by controls: 0 for no effect and ±100 for the full control effect; nearly all actives have a fitted effect of over 55% in size
Target sequence (P43220 whole entry, looked up): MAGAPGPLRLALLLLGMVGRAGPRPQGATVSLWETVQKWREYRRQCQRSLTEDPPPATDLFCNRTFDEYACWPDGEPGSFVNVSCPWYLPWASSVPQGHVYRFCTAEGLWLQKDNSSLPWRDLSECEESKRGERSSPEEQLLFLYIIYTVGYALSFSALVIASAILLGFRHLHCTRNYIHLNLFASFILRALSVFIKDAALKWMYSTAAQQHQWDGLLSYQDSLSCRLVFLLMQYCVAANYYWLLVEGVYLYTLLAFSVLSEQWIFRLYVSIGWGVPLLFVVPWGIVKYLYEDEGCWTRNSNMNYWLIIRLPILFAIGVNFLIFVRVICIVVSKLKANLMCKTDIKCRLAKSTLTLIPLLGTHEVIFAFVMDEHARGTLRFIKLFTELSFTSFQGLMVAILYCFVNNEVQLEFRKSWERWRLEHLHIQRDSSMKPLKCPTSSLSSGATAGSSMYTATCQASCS
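Stable HEK293 clone (constitutively active GLP-1R + cAMP-response luciferase); 200 cells/uL plated, 12 h pre-culture, compound 24 hr, 37 deg C/5% CO2; detection reagent 12 min RT; luminescence.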
Abeta rescue = qHTS for compounds that reverse cellular toxicity of Amyloid beta (A-beta) peptide in yeast: Primary Screen | 0.063% of 410,000 active | yeast expressing A-beta42, growth rescue, OD600, 48 h; response scale: 0% DMSO, 100% iron-clioquinol control | AID 1347071, 2019 | Potency, µM (doses to about 46.1 µM), inactives show at the top dose growth rescue, most hits filed as activators; note: potency is the fitted concentration of half-maximal effect; nearly all actives have a fitted effect of over 55% in size
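Growth rescue measured by 600 nm absorbance after 48 h yeast culture at 30 C with compound. Values normalized between DMSO and an equimolar ferric chloride plus clioquinol control.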
HEK293 tox = qHTS of GLP-1 Receptor Inverse Agonists: Cytotox Screen; HEK293 cAMP-luciferase reporter cells, luminescence, 24 h; Potency, µM (titrated, usually from 38.3 µM), for inactives: at the top dose activity change, negative = inhibition, most hits filed as inhibitors; 0.13% of 410,000 active; AID 624418, 2012;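 note: loss of luciferase light is scored as toxicity; potency is the fitted concentration of half-maximal effect; % is set by controls: 0 for no effect and ±100 for the full control effect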
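A 23 nL compound transfer followed 12 hours of cell culture at 37 deg C; exposure then lasted 24 hr. Luciferase assay detection reagent was dispensed and plates read for luminescence after a 12 min room-temperature wait.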
aSyn yeast inh = qHTS of alpha-syn Inhibitors; Yeast expressing alpha-synuclein, growth rescue, BacTiter-Glo, 24 h; Potency, µM (doses to about 46.1 µM), for inactives: at the highest dose growth rescue (activation), actives largely listed as activators; 0.14% of 370,000 active; AID 652106, 2013; note: potency is the fitted concentration of half-maximal effect; % of control where 0% means no effect; nearly all actives have a fitted effect of over 65% in size
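Rescue of yeast growth: cells expressing toxic alpha-synuclein, induced in galactose at OD600 0.02, incubated with compound 24 h at 30 C. ATP luminescence quantified growth; inhibitors of toxicity appear as activators.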
PTHR1 agonist = qHTS for PTHR1 Agonists: Primary Screen; HEK293 GP2 PTHR1 cells, GloSensor cAMP luminescence, 1 h; Potency, µM (top dose mostly 115 µM), without a hit: at the highest dose activation, hits mostly activators; 0.075% of 410,000 active; AID 743266, 2014; note: potency is the fitted concentration of half-maximal effect; nearly all actives have a fitted effect of over 55% in size; some results filed as inactive show a strong effect at the top dose; inactives centre near -15; many of its hits are not listed in these tables
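HEK-293-derived GP2 cells expressing PTHR1 and a GloSensor cAMP reporter, 3,000/well, plated overnight, given luciferin plus IBMX (each 0.5 mM as added) for 1 h at 37 °C, then compound for 1 h at 37 °C. Luminescence was read after 15 min at room temperature.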
FUS suppressor = qHTS for Suppressors of FUS Proteinopathy: Primary screen using FUS-linked yeast assay | 0.24% of 390,000 active | AID 1347120, 2019 | S. cerevisiae FUS-expressing, growth rescue, OD600, 24 h | Potency, µM (highest dose often 76.6 µM), for the others: top-dose growth rescue (activation), most hits filed as activators;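 note: potency is the fitted concentration of half-maximal effect; plate controls were DMSO vehicle for no effect and reference control for full effect; nearly all actives have a fitted effect of over 55% in size; some results filed as inactive show a strong effect at the top dose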
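Cultures pregrown in 2.5% raffinose medium are shifted to minimal medium containing 2% galactose to express toxic FUS. Compounds are tested at several concentrations. After 24hr at 30C, growth is quantified at 600 nm absorbance.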
An asterisk follows results filed as active; i = inactive; ? = inconclusive; · = no result given; [ ] = dose if it differs, or a comment. Unless noted, calls come from the whole dose curve; as a rule, active = well fitted curve in the direction sought with a large enough effect; inconclusive = small, poorly fitted or top-dose-only effect, or another doubt; inactive = no such curve, though single readings can be large; an effect the other way counts as inactive or inconclusive.

Order of results: TDP43 rescue	Mm-Cpn inhibitor	pAkt inh	GLP1R inv ag	Abeta rescue	HEK293 tox	aSyn yeast inh	PTHR1 agonist	FUS suppressor
Cc1ccc(C2(C)NC(=O)N(CC(=O)N3CCc4ccccc43)C2=O)cc1 (stereo not drawn)
→ -24%	1%	i	?	-16%	9%	-4%	i	-6%
Cc1ccc(C)c(OCc2cc(C(=O)N3CCN(c4ccccc4)CC3)no2)c1
→ ?	-7%	i	?	19%	6%	6%	-19%	28%
O=C(CN1C(=O)CSc2ccc(S(=O)(=O)N3CCCC3)cc21)Nc1cccc(Cl)c1
→ 8%	·	·	?	-9%	-1%	·	-1%	4%
Cn1ccc2c(-c3ccc(C(F)(F)F)cc3)cc3c(c21)C1CCC3C1 (stereo not drawn)
→ 0%	·	i	?	13%	2%	9%	-22%	-10%
Cc1ccc(NC(=O)CSCC(=O)NCc2ccco2)cc1
→ -13%	0%	i	1%	4%	-2%	-4%	-4%	-3%
Cc1cccc(NC(=O)C2CC(=O)N(Cc3ccccc3)C2)n1 (stereo not drawn)
→ 27%	3%	i	-16%	17%	-17%	-5%	-12%	-4%
Cc1cc(-c2ccccc2)nc(SCC(=O)N2CCCC2)n1
→ -1%	0%	i	1%	0%	-5%	-1%	-2%	5%
COCc1cc(=O)[nH]c(SC)n1
→ 3%	3%	i	7%	0%	-7%	-7%	i	-6%
CCOc1ccc(NC(=S)Nc2ccc(F)cc2)cc1
→ 9%	0%	i	6%	-8%	-1%	-3%	-18%	-7%
CCCCCNC(=O)Cc1cc(=O)[nH]c(=O)[nH]1
→ 16%	-1%	i	15%	6%	5%	-5%	-17%	-4%
Cc1cc(C)c(C)c(S(=O)(=O)N2CCN(c3ccccn3)CC2)c1C
→ 23%	1%	i	?	33%	0%	17%	-64%[inhibitor]	15%
COc1ccc(-c2nnc(NC(=O)CS(=O)(=O)c3ccc(F)cc3)o2)cc1
→ 26%	0%	i	16%	3%	0%	0%	-24%	12%
Cc1cc(C(=O)NCc2ccccc2Cl)n(-c2ccccc2)n1
→ ?	1%	i	3%	17%	6%	7%	i	-2%
CCc1nnc(NC(=O)CCc2ccc(C)o2)s1
→ -18%	0%	i	4%	10%	4%	-6%	-10%	14%
COc1ccc(CNC(=O)CCC(=O)N2CC3CCCN3c3ccccc32)cc1 (stereo not drawn)
→ 30%	·	·	-24%	-2%	4%	·	?	24%
c1cc2c(cc1-c1cnc3n1CCC3)OCCO2
→ -4%	0%	i	4%	9%	?	-3%	i	-5%
C#CCOCCOCCOCCNc1nc(N2CCN(C(=O)[C@H](CCCCN)n3cc([C@@H](N)CC(C)C)nn3)CC2)nc(N2CCN(C(=O)[C@H](CCCCN)n3cc([C@@H](N)CC(C)C)nn3)CC2)n1
→ 0%	·	i	0%	-15%	21%	-4%	-25%	7%
Cc1cccc(-c2nc(SCc3cc(=O)c4c(C)cc(C)cc4[nH]3)n[nH]2)c1
→ 11%	·	·	1%	-11%	?	·	i	-7%
COC(=O)C1=C[C@@H](C(=O)OC)[C@@H]2C3=C(C(=O)[C@]2(C)NC(=O)c2ccccc2)[C@H](C)n2c(=O)n(-c4ccccc4)c(=O)n2[C@@H]3C1
→ 16%	·	i	12%	-13%	5%	-7%	-16%	31%
COCCN1C(=O)c2cc(C(=O)Nc3cccc(F)c3)ccc2C1Nc1cccc(F)c1 (stereo not drawn)
→ -2%	2%	i	-23%	-12%	-29%	?	-7%	-4%

Remaining list, next part
Order of results: TDP43 rescue	Mm-Cpn inhibitor	pAkt inh	GLP1R inv ag	Abeta rescue	HEK293 tox	aSyn yeast inh	PTHR1 agonist	FUS suppressor
O=C(Nc1ccc(S(=O)(=O)N2CCCCCC2)cc1)C1CCCO1 (stereo not drawn)
→ 13%	2%	i	5%	-3%	17%	0%	-57%[inhibitor]	39%
O=C(Nc1cccnc1N1CCOCC1)c1cc2ccccc2oc1=O
→ -1%	-1%	i	50%[activator]	4%	39%[activator]	1%	-13%[57.5 µM]	7%
COc1cc(OC)cc(C(=O)NNC(=S)NC(=O)c2cccnc2)c1
→ 20%	0%	i	-7%	3%	5%	0%	-1%	-11%
COCCCNC(=S)N1CCN(C(c2ccccc2)c2ccccc2)CC1
→ -17%	-1%	i	10µM*	0%	13%	7%	-42%[inhibitor]	·
Cc1nnc2c(N3CCN(CCO)CC3)nc3ccccc3n12
→ -1%	-1%	i	11%	-9%	-29%	-1%	i	-12%
N#Cc1c(NC(=O)c2nc3ncccn3n2)sc2c1CCCCC2
→ 5%	-10%	i	?	-13%	6%	5%	-16%	-14%
CCc1ccccc1NC(=O)CN(C)C(=O)CSc1nc2cc(Cl)ccc2s1
→ 11%	-1%	i	-7%	2%	-15%	4%	-41%[inhibitor]	·
Cc1cn([C@H]2C[C@H](O)[C@@H](CCC(=O)NCc3cccc4ccccc34)O2)c(=O)[nH]c1=O
→ 0%	·	i	33%[activator]	-10%	-6%	-4%	-24%	15%
COC(=O)C(NS(=O)(=O)c1ccc(F)cc1)c1ccccc1 (stereo not drawn)
→ -21%	-2%	i	10%	-1%	-2%	-2%	8%	14%
CCOc1ccccc1N1CC(c2nc3ccccc3n2CCOc2ccccc2)CC1=O (stereo not drawn)
→ 17%	·	·	-1%	-9%	-4%	·	-4%	-19%
O=C(CNC(=O)c1ccccc1)OCc1cccc(Br)c1
→ ?	3%	i	8%	-5%	4%	4%	i	-5%
COCc1cccc(-c2csc(C(C)(O)c3ccccc3)n2)c1 (stereo not drawn)
→ 35µM*	·	i	10%	16%	5%	-4%	-15%	4%
COc1ccc(N2CC(C(=O)N[C@@H](CC(C)C)C(=O)NC3CCCC3)CC2=O)cc1 (stereo partly drawn)
→ 3%	-1%	i	5%	-2%	5%	0%	-17%	-12%
COc1ccc(OC)c(C(c2nnnn2CC2CCCO2)N2CCN(C3CCCC3)CC2)c1 (stereo not drawn)
→ -17%	1%	i	?	14%	-20%	0%	i	-77%
O=C(c1ccco1)N1CCN(S(=O)(=O)/C=C/c2ccccc2)CC1
→ 9%	3%	i	3%	2%	-4%	2%	i	5%
COc1cnn(-c2cccc(Cl)c2)c(=O)c1Cl
→ 1%	·	i	1%	-5%	3%	-2%	i	-20%
CC(C)CC(=O)Nc1nnc(SCC(=O)NCc2ccco2)s1
→ -12%	0%	i	16%	-11%	-1%	1%	i	28%
CCN(CC(=O)Nc1cccc(OC)c1)C(=O)c1ccncc1
→ -4%	2%	i	7%	-14%	?	-6%	-3%	-4%
CC1=C(C(=O)OCC2CCCCC2)C(c2ccccc2F)NC(=O)N1 (stereo not drawn)
→ 2%	·	i	8%	4%	6%	9%	i	-5%
CC(=O)N1CCc2cc(Br)cc(S(=O)(=O)N3CCC(C(=O)O)CC3)c21
→ -24%	-4%	i	2%	-3%	-2%	-7%	?	32%
CC(C)CCNC(=O)c1ccc2c(c1)ncn2C1CCCC1
→ -14%	-4%	i	-5%	-20%	8%	-10%	-43%[inhibitor]	15%

Profiles from above. Values in the order: TDP43 rescue, Mm-Cpn inhibitor, pAkt inh, GLP1R inv ag, Abeta rescue, HEK293 tox, aSyn yeast inh, PTHR1 agonist, FUS suppressor
CCc1ccccc1NC(=O)CN(C)C(=O)CSc1nc2cc(Cl)ccc2s1 is entered as 11%, -1%, i, -7%, 2%, -15%, 4%, -41%[inhibitor], ·
O=C(CNC(=O)c1ccccc1)OCc1cccc(Br)c1 is entered as ?, 3%, i, 8%, -5%, 4%, 4%, i, -5%
COCCCNC(=S)N1CCN(C(c2ccccc2)c2ccccc2)CC1 is entered as -17%, -1%, i, 10µM*, 0%, 13%, 7%, -42%[inhibitor], ·
N#Cc1c(NC(=O)c2nc3ncccn3n2)sc2c1CCCCC2 is entered as 5%, -10%, i, ?, -13%, 6%, 5%, -16%, -14%
CC(=O)N1CCc2cc(Br)cc(S(=O)(=O)N3CCC(C(=O)O)CC3)c21 is entered as -24%, -4%, i, 2%, -3%, -2%, -7%, ?, 32%

This is a subset; rates above refer to the full screens.
